# Screens deposited in PubChem BioAssay by several laboratories.
# DAX1 inh-1 – blocks DAX1 repression of SF-1 activated StAR promoter. 1.1% of 370,000 active. inhibition, % at 6.8 µM. HEK293T StAR-luciferase reporter, SF-1/DAX-1 repression relief. AID 652010;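 active = inhibition above the mean over all tested compounds plus 3 SD, cut at about 3.6% in these data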;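 note: 0% = DAX-1 cells with DMSO and 100% = cells lacking DAX-1 with DMSO; higher inhibition means more luminescence from relief of DAX-1 repression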
# NPR1 activator – GC-A (human) enzyme activation | P16066 | HEK293 GC-A cells, cGMP TR-FRET, EC30 ANP; 0% at EC30 ANP, 100% saturating ANP | activation, % at 10 µM | 0.14% of 370,000 active | AID 1671463; in the data active = activation above about 40%
# Target sequence (P16066 whole entry, looked up): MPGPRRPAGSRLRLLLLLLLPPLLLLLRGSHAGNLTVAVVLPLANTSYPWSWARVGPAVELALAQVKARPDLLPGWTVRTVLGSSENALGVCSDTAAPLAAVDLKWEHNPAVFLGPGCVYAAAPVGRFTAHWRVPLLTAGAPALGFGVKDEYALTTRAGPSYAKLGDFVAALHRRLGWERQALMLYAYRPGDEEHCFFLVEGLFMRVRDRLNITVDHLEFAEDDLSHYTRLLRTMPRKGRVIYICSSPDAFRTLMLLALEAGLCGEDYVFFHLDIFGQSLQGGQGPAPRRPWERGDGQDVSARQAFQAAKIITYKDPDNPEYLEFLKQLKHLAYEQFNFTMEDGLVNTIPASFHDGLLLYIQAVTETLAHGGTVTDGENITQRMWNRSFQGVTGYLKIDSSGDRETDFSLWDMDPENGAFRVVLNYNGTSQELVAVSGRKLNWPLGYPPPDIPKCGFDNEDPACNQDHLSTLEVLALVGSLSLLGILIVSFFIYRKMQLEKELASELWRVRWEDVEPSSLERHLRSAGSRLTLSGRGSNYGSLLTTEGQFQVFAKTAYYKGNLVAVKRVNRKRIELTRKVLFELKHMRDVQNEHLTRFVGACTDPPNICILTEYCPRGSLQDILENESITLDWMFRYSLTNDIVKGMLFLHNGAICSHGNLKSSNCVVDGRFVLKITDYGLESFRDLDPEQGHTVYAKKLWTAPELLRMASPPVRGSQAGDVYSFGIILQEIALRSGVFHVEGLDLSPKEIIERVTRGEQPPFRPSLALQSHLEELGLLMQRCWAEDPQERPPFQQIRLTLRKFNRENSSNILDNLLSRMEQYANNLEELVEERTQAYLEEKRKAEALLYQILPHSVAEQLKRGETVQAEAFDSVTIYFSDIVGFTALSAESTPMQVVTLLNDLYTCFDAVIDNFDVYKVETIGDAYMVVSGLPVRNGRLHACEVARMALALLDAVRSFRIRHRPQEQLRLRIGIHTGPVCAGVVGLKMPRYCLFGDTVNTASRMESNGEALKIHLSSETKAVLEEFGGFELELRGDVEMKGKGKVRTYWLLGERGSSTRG
# SMARCA2 activ – increases SMARCA2 function in MMTV reporter cells; activation, % at 9.1 µM; 1% of 370,000 active; MG213 cells, MMTV-luciferase reporter, dexamethasone, overnight; in the data active = activation above about 7.8%;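 note: 0% = vehicle wells and 100% = reference activator wells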
# ssDAF12 agonist – activators of S. stercoralis DAF-12 nuclear receptor | HEK293 ssDAF-12/GRIP1 lit1-tk-luc reporter, luminescence; % of 3 µM dafachronic acid response | activation, % at 6.8 µM | 1% of 370,000 active;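 active = activation above the mean over all tested compounds plus 3 SD, cut at about 0.9% in these data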;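 note: 0% = DMSO-only wells and 100% = 3 µM delta7-dafachronic acid wells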
# KLK7 zymogen act – proKLK7 (human) activation, primary screen; P49862; purified proKLK7, EDANS-DABCYL substrate fluorescence; 100% is mature enzyme control, 0% vehicle; AID 652039; activation, % at 7 µM; 0.9% of 370,000 active;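 active = activation above the mean of all tested compounds plus 3 SD, computed per campaign excluding outliers beyond control limits, cut at about 13% in these data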
# HGIII-sPLA2 inh – Blocks human group III sPLA2 activity | QFRET BODIPY PC-A2 liposome hydrolysis, fluorescence | Q9NZ20 | 0.56% of 370,000 active | inhibition, % at 12.2 µM;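 active = inhibition above mean plus 3 SD of compounds lying within the high and low control bounds, cut at about 19% in these data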;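 note: 0% = median of test compound wells and 100% = no enzyme DMSO wells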
# DAX1 inh-2 – NR0B1 (DAX1) inhibition; P51843; HEK293 Gal4-DAX1 luciferase reporter, luminescence; inhibition, % at 6.75 µM; 0.99% of 340,000 active; AID 504766;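 active = inhibition above the mean over all tested compounds plus 3 SD, cut at about 4.2% in these data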;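 note: 0% = DAX1-transfected cells with DMSO and 100% = empty-vector control cells with DMSO; inhibition shows as a rise in luminescence from relieved DAX1 repression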
# FXN GAA850 act – activators of GAA850 frataxin (FXN) promoter; HEK293 lucGAA850 FXN promoter luciferase reporter, 24 h; percent of 10 µM SAHA response; activation, % at 6 µM; 0.56% of 360,000 active;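 active = activation above the average of all compounds screened plus 3 SD, cutoff fixed separately per campaign, cut at about 7.5% in these data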;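 note: 0% = DMSO wells and 100% = 10 µM SAHA wells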
# hcDAF-12 act – activators of H. contortus DAF-12 nuclear receptor | HEK293 hcDAF-12 lit1-tk-luc reporter, luminescence; 0% DMSO, 100% Δ7-dafachronic acid | activation, % at 6.8 µM | 1.4% of 370,000 active;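 active = activation above the mean of all tested compounds plus 3 SD, cut at about 5.5% in these data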;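 note: 100% = response to 3 µM Δ7-dafachronic acid high control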
# hgDAF12 agonist – activates the H. glycines DAF-12 receptor ligand-binding domain | HEK293 GAL4-hgDAF12 UAS-luciferase reporter, agonist luminescence; normalized to butyrate control | 1.8% of 370,000 active | activation, % at 6.8 µM | AID 687014;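 active = activation above a cutoff set at the mean of all screened compounds plus 3 SD, cut at about 10% in these data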;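 note: 0% = DMSO wells and 100% = sodium butyrate wells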
# NPR2 activator – GC-B (human) receptor activation. HEK293-GC-B cells, CNP EC30, cGMP TR-FRET; 0% at EC30 CNP, 100% saturating CNP. activation, % at 10 µM. 0.11% of 370,000 active;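 active = activation at 10 µM reaching about 35% in either raw or pattern-adjusted values, limit read from the data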
# * marks the source's active call; other numbers are inactive results; / = not tested or not shown; & = joins results of further samples. Not a hit list, and some 6.7% of all compounds hit somewhere here.
# Second line of a record – DAX1 inh-1	NPR1 activator	SMARCA2 activ	ssDAF12 agonist	KLK7 zymogen act	HGIII-sPLA2 inh	DAX1 inh-2	FXN GAA850 act	hcDAF-12 act	hgDAF12 agonist	NPR2 activator
- CC(C)(C)NC(=O)CCN(/N=C/c1ccncc1)C1=NS(=O)(=O)c2ccccc21
→ -0.2	-9	1	-0.9	0.3	-2	-0.1	-2.6	-0.8	0.3	3
- S=C(NCCN1CCOCC1)N/N=C/c1cccs1
→ -0.1	0	-1	-1.2	-0.5	3	-0.9	0.4	-0.8	0.2	4
- O=C(CCCn1c(=S)[nH]c2ccsc2c1=O)Nc1ccc(F)cc1
→ 1.0	2	-2	-0.1	0.1	9	0.6	0.4	0.4	-1.3	10
- Cc1cc(Br)ccc1SCC(=O)NNC(=O)c1ccco1
→ -0.6	1	-3	-1.1	0.6	0	0.1	-1.7	-1.5	-2.8	4
- Cc1ccc(-n2sc3ccccc3c2=O)cc1S(=O)(=O)N1CCCCC1
→ -0.4	1	0	-0.9	0.1	4	-0.9	-3.7	-1.1	0.4	4
- Cc1ccc(NC(=O)c2nc[nH]c2C(=O)N2CCN(C(=O)OC(C)(C)C)CC2)cc1
→ 1.5	-4	-1	-0.7	-0.7	-7	1.0	-0.6	-2.7	2.0	1
- CC(C)c1ccccc1NC(=O)COC(=O)Cc1cccc(C(F)(F)F)c1
→ 0.1	1	-2	-1.2	0.2	-16	-0.1	1.1	1.7	-0.1	2
- COCCN(C(=O)c1ccc(-c2ccc(Cl)cc2)o1)c1c(N)n(Cc2ccccc2)c(=O)[nH]c1=O
→ -1.0	-6	-2	-0.5	39*	4	1.1	0.4	0.1	-0.9	-1
- O=C(O)CCC(NC(=S)Nc1ccccc1)C(=O)O (configuration not stated)
→ 0.2	-3	-1	-1.3	0.2	-5	0.1	3.4	0.0	-0.4	0
- O=C(O)CCCCN1C(=O)C=CC1=O
→ 0.1	3	2	-0.9	0.8	2	/	/	-2.1	0.1	0
- COc1cccc(CNS(=O)(=O)c2cc(Br)ccc2Br)c1
→ -1.0	-3	-3	-1.3	0.3	-22	3.0	2.1	-1.9	1.3	2
- CCOC(=O)c1c(NC(=O)CSc2nnnn2C)sc(C)c1C
→ -0.9	5	1	-1.5	0.2	-13	-1.0	1.7	-1.5	-1.8	2
- COc1cc(S(=O)(=O)N2CCCC2)c(C)cc1C
→ 0.9	5	2	-1.8	-0.3	-4	0.6	2.2	-1.3	5.7	5
- O=c1[nH]cnc(O)c1C(c1ccc(Br)cc1)c1c(O)nc[nH]c1=O
→ 0.2	0	2	-1.4	-0.1	0	3.4	0.8	0.5	0.3	-7
- COc1cccc(C(=O)NCCCNc2nc3cc(C)cc(C)c3cc2C#N)c1
→ -0.3	3	2	-0.8	-0.7	0	-1.4	0.8	0.0	1.0	-6
- Cc1cc(-c2nn(-c3ccccc3F)cc2CN2CCN(c3ccccn3)CC2)c(C)s1
→ -1.5	-1	1	-2.2	0.6	-7	-1.0	-2.9	-2.2	-1.1	-2
- CCOc1ccccc1NC(=S)NCCc1ccc(F)cc1
→ -1.4	3	-2	-1.5	-0.3	12	-0.2	-0.1	-1.0	0.6	3
- COc1ccc2nc(SCC(=O)NCc3ccc4c(c3)OCO4)[nH]c2c1
→ 0.3	1	-3	-1.4	0.3	0	0.2	2.3	0.2	-1.8	0
- O=c1[nH]c2ccccc2c(O)c1-c1cc2ccccc2oc1=O
→ 0.1	5	-4	-0.1	0.3	6	/	/	-2.0	1.4	3
- COc1ccc(NC(=O)C2C3C=CC(O3)C2C(=O)NCc2cccnc2)cc1 (configuration not stated)
→ 0.1	1	7	-0.6	-0.1	0	0.2	-1.2	0.3	0.1	2
- O=C(COC(=O)c1ccc(Sc2ccccc2)c([N+](=O)[O-])c1)NC1CCCc2ccccc21 (configuration not stated)
→ -0.3	-2	-3	-0.9	-0.1	2	1.9	-2.0	1.7	0.2	-3
- CCc1cc2c(cc3c(=O)n(CC(=O)N4CCN(c5ccccn5)CC4)nc(CC)n32)s1
→ 0.6	14	-3	-1.0	0.6	-7	-0.2	1.2	-1.2	0.1	11
- Nc1ccc(S(=O)(=O)Nc2nccc(/C=C/c3cccc(Br)c3)n2)cc1
→ 0.5	2	1	-1.2	-0.9	-2	-1.8	2.6	-1.8	-2.4	-4
- CCNc1nc(N)c(C(=C(C#N)C#N)c2ccccc2)s1
→ -1.8	1	4	-1.4	33*	-6	-1.5	0.3	-3.0	-6.4	7
- OC1(c2cccc(C(F)(F)F)c2)CCN(Cc2nc(-c3cnccn3)no2)CC1
→ -0.1	4	-1	-1.7	0.1	0	0.1	3.5	-0.9	-0.9	5
- COc1cccc(N(CC(=O)NC2CCCCC2)C(=O)CCC(=O)Nc2nc(C)cs2)c1
→ -0.1	-2	-3	-0.9	-0.1	-4	-0.9	1.6	-0.1	-1.6	-2
- O=C(Nc1ccc(Cl)c(S(=O)(=O)N2CCOCC2)c1)c1ccc(Cl)nc1
→ -7.0	-3	-4	-1.7	-0.9	-10	-3.9	-1.8	-2.8	-8.9	6
- O=C(Nc1ccc(-c2nc3ccccc3s2)c(O)c1)C1=COCCO1
→ 3.3	19	1	0.6	-14	-6	4.9*	3.5	4.6	9.6	4
- OC(c1ccccc1)(c1ccccc1)C1CCN(CCCOc2ccc(F)cc2)CC1
→ 0.5	-19&-13	-4	-1.4&-0.5	-0.3	-28&-14	/	/	1.5&-1.6	0.5&-2.5	-15&-8
- CCc1ccc(NC(=O)c2cc3c(C)nc4ccccc4c3o2)cc1
→ -1.0	-1	4	-1.9	-2.0	-51	-2.2	1.2	-5.4	-3.5	-2
- CSC[C@H]1CN(c2ccc(Br)cc2)C(=O)[C@@H]1CC(=O)Nc1ccccc1
→ 0.2	0	-4	-0.6	0.7	-5	1.1	0.0	-1.0	-0.9	2
- O=C(O)C1CCN1C1CCCCC1 (configuration not stated)
→ 0.6	8	1	-1.4	-0.9	0	0.9	0.5	-1.5	0.5	4
- CCCCCNC(=O)[C@@H]1CSC2c3ccccc3C(=O)N21 (some centres not stated)
→ -0.1	-2	-2	-1.4	0.6	-6	-0.6	1.1	-1.8	-1.7	4
- O=C(N/N=C/c1ccccc1[N+](=O)[O-])c1ccc(CN2CCOCC2)cc1
→ 0.4	-3	-2	-1.2	0.3	-1	0.2	0.4	-0.3	2.2	-4
- COC(=O)c1nn(-c2ccc3c(c2)CCN3C(C)=O)cc1O
→ 0.7	-7	-5	-1.4	124*	5	-5.0	-5.2	2.0	1.2	-9
- CCN(CCO)c1ncnc2c1sc1nc(CC(C)C)c3c(c12)CC(C)(C)OC3
→ -1.4	20	3	-1.6	-6.2	-5	0.7	5.3	-2.0	-2.7	23
- O=S1(=O)CC(N2CCN(CC3CC3)CC2)CN1C1CCCCC1 (configuration not stated)
→ 0.7	1	1	-0.6	-0.1	7	/	/	1.0	-2.1	-1
- COc1ccc(OC)c(C(=O)COC(=O)c2ccc(C)o2)c1
→ 0.1	5	1	-1.4	0.3	-1	-0.5	2.2	-1.4	-1.3	-11
- CCOC(=O)c1c(-c2ccc(C)cc2)csc1NC(=O)c1cccc(N2C(=O)CCC2=O)c1
→ -0.4	-5	-1	-1.2	0.1	11	-0.3	0.1	0.5	-2.0	-3
- CCCc1ccc(O)c(N=Cc2cc(Br)cc(OCC)c2O)c1
→ -0.4	-2	-4	-1.3	-2.2	-5	-0.3	1.0	-1.0	-0.3	-1
- CN1C(=O)[C@H]2[C@@H](/C=C/c3ccccc3)N3C(=O)CN(CCO)C(=O)[C@@]3(Cc3ccccc3)[C@H]2C1=O
→ -0.1	2	-1	-1.3	0.7	3	1.0	2.8	-1.3	-0.1	8
- COc1cc2c(cc1OC)C(C)N(C(=O)c1ccc(C)o1)CC2 (configuration not stated)
→ -0.4	-2	0	-1.8	0.5	0	-0.7	-1.1	-2.4	1.1	-6
- COc1ccc(OC)c(CCNC(=O)c2ccc(NC3=NC4CS(=O)(=O)CC4S3)cc2)c1 (configuration not stated)
→ 0.0	-2	-4	-1.1	0.0	2	-0.4	3.5	-0.8	-6.1	4
- Cc1ccc(C)c(NC(=O)CSc2ccc(-c3ccco3)nn2)c1
→ -1.2	4	-2	-1.6	0.7	-4	-1.6	-2.3	1.1	0.6	-1
- CC(C)CCN(C(=O)CNC(=O)c1cccs1)C(C(=O)NC1CCCC1)c1ccncc1 (configuration not stated)
→ 0.5	2	0	-1.1	0.4	-2	-1.5	0.4	0.4	-0.8	4
- CCOC(=O)c1ccc(NC(=O)CNNC(=O)COc2ccccc2C)cc1
→ -1.8	2	-1	-1.5	1.5	-12	0.2	-0.3	-0.7	3.4	4
- O=C(COc1ccc(Cl)cc1Cl)N/N=C/c1ccccn1
→ -1.9	4	-1	-1.2	0.6	-4	1.6	1.6	-2.9	1.7	1
- Cc1noc(C)c1C(=O)N1CCC(Cc2ccccc2)CC1
→ -0.3	3	-2	-1.6	-0.4	-3	-0.8	0.8	-2.3	-0.4	1
- Cc1nc(N2CCN(c3ccccc3)CC2)nc2c1C(=O)CC(c1ccccc1)C2 (configuration not stated)
→ -0.8	-3	-5	-1.2	0.3	2	-0.2	-0.2	-0.4	-0.1	1
- O=C(Nc1ccc(S(=O)(=O)N2CCCCC2)cc1)C1CC(=O)N(c2ccc(F)cc2)C1 (configuration not stated)
→ -0.3	0	-3	-0.3	0.5	-26	-1.0	0.2	-3.1	-2.5	0
- COC(=O)c1ccc(S(=O)(=O)NCCc2ccccc2OC)n1C
→ 1.1	4	-4	-0.6	0.9	2	0.9	0.3	0.0	0.3	-4
- CC(=O)Nc1ccccc1C(=O)C(=O)O
→ -0.1	5	-2	-1.1	0.9	6	2.3	0.5	0.2	-1.0	-2
- CC(C)CN1CC(COCc2ccccc2)Oc2ccccc2S1(=O)=O (configuration not stated)
→ -1.2	3	1	-1.0	-0.3	-6	-1.0	-2.0	-0.5	-0.2	0
- CCOC(=O)N1CCN(C(=O)c2c[nH]c3ccc(S(=O)(=O)N(C)c4ccc(F)cc4)cc3c2=O)CC1
→ 0.0	2	-1	-1.1	-12	-12	0.3	1.8	-2.1	1.2	4
- C[n+]1cn(/N=C/c2ccccc2)c2ccccc21
→ 0.1	1	1	-1.4	0.3	-1	-1.3	1.5	5.8*	-1.0	1
- Cc1cc(SCC(=O)N/N=C/c2ccc(O)cc2O)c(C)cc1Br
→ -2.4	-3	-6	-1.8	-0.3	-17	0.5	-2.6	-2.7	-7.3	-4
- OCC1(Cc2ccccc2)CCCN(C2CCCC2)C1 (configuration not stated)
→ -0.3	-4	-1	-1.3	0.1	0	0.8	-0.3	0.7	1.2	-5
- Cc1cccc(OCc2nnc(SCC(=O)c3c(N)n(C4CC4)c(=O)[nH]c3=O)o2)c1
→ -0.2	3	2	-0.4	-0.4	5	0.7	-0.2	-0.8	-0.9	-13
